# CD11b adhes inh: inhibitors of human CD11b/CD18 binding to fibrinogen | P05107+P11215 | K562 CD11b/CD18 adhesion to fibrinogen, ATPlite luminescence; Mn2+ added to activate the integrin | inhibition, % at 10 µM | 93,000 tested, 0.54% active | AID 1497;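 active = primary inhibition of 50% or more at 10 µM, then 40% or more on retest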; also: some results filed as inactive read as strong as hits
# E coli WT exp: blocks growth of wild type E. coli BW25113. growth inhibition, % at 100 µM. OD600 absorbance. 98,000 tested, 0.15% active;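 active = growth inhibition above about 50% at one test dose, limit read from the data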;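 also: growth measured after 20 h incubation at 37 °C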
# PLAP act: activators of human placental alkaline phosphatase; P05187; 96,000 tested, 1.2% active; activation fold at 20 µM; purified PLAP enzyme, luminescent substrate read-out; hits give high values; in the data active = activation fold above about 2
# Target sequence (P05187 whole entry, looked up): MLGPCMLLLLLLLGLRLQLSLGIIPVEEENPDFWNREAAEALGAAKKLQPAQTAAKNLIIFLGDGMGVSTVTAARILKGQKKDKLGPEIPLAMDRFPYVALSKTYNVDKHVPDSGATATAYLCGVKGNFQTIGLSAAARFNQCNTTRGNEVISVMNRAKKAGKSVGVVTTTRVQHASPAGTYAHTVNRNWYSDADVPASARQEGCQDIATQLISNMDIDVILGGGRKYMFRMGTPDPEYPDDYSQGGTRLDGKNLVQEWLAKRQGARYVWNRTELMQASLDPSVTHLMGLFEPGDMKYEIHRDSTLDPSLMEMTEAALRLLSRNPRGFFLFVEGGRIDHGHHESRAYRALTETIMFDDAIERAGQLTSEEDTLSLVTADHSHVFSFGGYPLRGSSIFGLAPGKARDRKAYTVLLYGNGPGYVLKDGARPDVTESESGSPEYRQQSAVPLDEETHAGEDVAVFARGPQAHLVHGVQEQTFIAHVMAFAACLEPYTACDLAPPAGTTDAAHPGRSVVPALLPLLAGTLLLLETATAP
# ERa SRC1 inh: blocks coactivator binding to human estrogen receptor alpha; P03372; TR-FRET ER-alpha LBD / SRC-1 peptide, estradiol-bound; inhibition, % at 25.6 µM; 86,000 tested, 1.7% active; AID 629; in the data active = inhibition above about 50%;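 also: 0% = receptor plus peptide control and 100% = peptide only without receptor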
# Target sequence (P03372 whole entry, looked up, the tested form may be a part): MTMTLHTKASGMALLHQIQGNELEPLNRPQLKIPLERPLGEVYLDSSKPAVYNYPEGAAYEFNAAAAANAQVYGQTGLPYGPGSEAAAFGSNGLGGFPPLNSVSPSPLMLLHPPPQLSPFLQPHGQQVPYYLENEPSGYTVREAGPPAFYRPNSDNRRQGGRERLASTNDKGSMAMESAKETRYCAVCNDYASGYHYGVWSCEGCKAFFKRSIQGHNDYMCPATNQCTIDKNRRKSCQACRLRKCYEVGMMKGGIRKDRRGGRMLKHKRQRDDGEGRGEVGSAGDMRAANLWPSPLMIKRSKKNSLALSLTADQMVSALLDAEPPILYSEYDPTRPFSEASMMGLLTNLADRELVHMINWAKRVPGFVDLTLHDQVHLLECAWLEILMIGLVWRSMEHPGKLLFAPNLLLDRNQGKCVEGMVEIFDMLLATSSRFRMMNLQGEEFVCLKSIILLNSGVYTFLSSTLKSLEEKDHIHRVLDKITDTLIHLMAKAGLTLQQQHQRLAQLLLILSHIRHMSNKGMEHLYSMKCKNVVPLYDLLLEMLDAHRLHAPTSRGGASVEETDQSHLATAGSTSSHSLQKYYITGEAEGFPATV
# Mac1 fbg enh: increases human CD11b/CD18 adhesion to fibrinogen. K562 CD11b/CD18 adhesion to fibrinogen, ATPlite luminescence. P05107+P11215. activation, % at 10 µM. 93,000 tested, 0.07% active;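 active = 10 µM primary screen giving 50% or more activity, confirmed by 40% or more on retest at that dose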; also: strong numbers were not always called active; reference of the scale not given here
# ERb coact inh: blocks coactivator binding to human estrogen receptor beta | inhibition, % at 25.6 µM | 86,000 tested, 1.3% active | TR-FRET ER-beta LBD / SRC1-Cy5 peptide binding; receptor agonist-loaded with 1 µM estradiol | Q92731;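 active = compounds whose percent inhibition of the receptor-coactivator binding signal exceeds about 50% in the single-dose screen, limit read from the data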;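 also: 0% = receptor plus peptide wells without compound and 100% = peptide-only wells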
# ERa coact pot: enhances coactivator binding to human estrogen receptor alpha; 86,000 tested, 1.3% active; TR-FRET ERalpha-LBD/SRC-Cy5 coactivator binding, 2 h; 100 = basal binding, no effect; coactivator binding (% of control), % at 25.6 µM; AID 639; P03372; in the data active = activity above about 200%;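 also: binding measured in presence of low estradiol as agonist stimulus; 0% = peptide alone without receptor and 100% = receptor with peptide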
# FAK blocker: FAK (human) kinase inhibition. Q05397. biochemical FAK kinase activity assay. inhibition, %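 (tested at 7 µM)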. 97,000 tested, 0.84% active; in the data active = inhibition above about 19%;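 also: 0% = DMSO and 100% = reference compound high control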
# MT1-MMP txn act: activates MT1-MMP transcription; 86,000 tested, 0.16% active; activation factor at 10 µM; HT1080 MT1-MMP promoter luciferase reporter, luminescence, overnight; hits give high values;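 active = activation factor of at least 2 for MT1-MMP transcription at 10 µM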
# Starred values were filed as active, the others as inactive; · = not tested or not shown; [ ] = dose if it differs, or a comment. Random draw from the library; 5.1% or so of the library scored in one or more.
SMILES,CD11b adhes inh,E coli WT exp,PLAP act,ERa SRC1 inh,Mac1 fbg enh,ERb coact inh,ERa coact pot,FAK blocker,MT1-MMP txn act
N#Cc1c(N)n(CCOC(=O)c2cccc(Br)c2)c2nc3ccccc3nc12,-5,-3,1.1,24,3,26[fluorescence artefact?],103[fluorescence artefact?],1,0.9
CCCn1nc(C(=O)Nc2ccc(S(=O)(=O)Nc3nccs3)cc2)c2ccccc2c1=O,13,-1,1.6,·,0,·,·,1,·
Cc1ccc(CN2C(=O)C(C)(C)Oc3ccc(C(=O)N4CCCCC4)cc32)cc1,-13,-1,1.4,-14,-3,-19[fluorescence artefact?],102,-1,1.1
Cn1nc(CC(=O)NCc2ccc(F)cc2)c2ccccc2c1=O,16,3,0.8,10[fluorescence artefact?],3,6[fluorescence artefact?],100,6,·
Cc1ccc(C(=O)NCc2ccco2)cc1S(=O)(=O)Nc1cccc(Cl)c1,17,14,1.7,·,-3,·,·,-1,·
N#CC1=C2Nc3ccccc3N2C(=O)NC1(c1ccccc1)C(F)(F)F (stereo unspecified),-6,-4,0.7,·,-2,·,·,-1,·
C/C(Cn1cnc([N+](=O)[O-])n1)=N\NC(=O)c1cccc(F)c1,·,·,·,1,·,17,91,-2,1.1
O=C(Nc1ccncc1)c1cc2ccccc2oc1=O,·,·,·,-16,·,9[fluorescence artefact?],87,·,1.8
N#C/C(=C/c1ccc(N2CCCCC2)o1)C(=O)Nc1ccc(Cl)cc1,-12,-15,0.9,·,4,·,·,1,·
Cc1ccc(CNC(=O)CCS(=O)(=O)c2ccc(Br)s2)cc1,-2,2,1.2,3,-3,-4,88,-1,·
O=C(NC(Cc1ccccc1)C(=O)NCc1ccccn1)c1ccco1 (stereo unspecified),7,-5,1.1,0,2,3,105,0,1.1
COc1ccc(-c2cc(-c3ccc(Br)cc3)nc3ncnn23)cc1OC,18,-10,1.2,14,5,13,119,-6,1
COc1ccc(NC(=O)COc2ccccc2)c(OC)c1,-5,3,1,-7,-1,-8[fluorescence artefact?],115,1,1.2
CCOC(=O)c1cc(-c2ccncc2)nc2c1c(C)nn2C,-1,0,1.4,-1,0,-6,108,1,1
Cc1ccc(Cl)cc1N1CCN(C(=O)CN(C2CCCCC2)S(C)(=O)=O)CC1,·,·,·,0,·,-1,92,-1,1.1
CC(=O)c1c(C(C)=O)c(C)n(NC(=O)c2ccccc2O)c1C,2,0,1,-6,0,4,124[fluorescence artefact?],-2,0.8
Cc1cccc(NC(=O)Cc2coc3ccc4ccccc4c23)n1,1,-5,1.4,0,2,1,98,0,1.3
O=C(CSc1nnc(-c2ccco2)o1)NC1CCCCCC1,4,2,1.1,6,1,1,104,-1,1.3
COC(=O)C1=C(C)Nc2ncnn2C1c1ccc(OC(=O)c2ccccc2)cc1 (stereo unspecified),-2,-14,0.9,1,19,-7,119,-5,1.1
Cc1nc2ccc(NC(=O)c3ccc(S(=O)(=O)N4CCOCC4)cc3)cc2s1,6,-13,1.2,32,-1,20,98,1,·
CCOC(=O)N1CCN(CC(=O)Nc2cc(OCC)ccc2OCC)CC1,·,-4,·,10,·,17[fluorescence artefact?],100,·,1.3
Cn1c(=O)c2c(nc(CN3CCC(C(N)=O)CC3)n2CCCc2ccccc2)n(C)c1=O,-2,3,1.8,-8,0,-3,122,-3,1
Cc1cc(C)n(C(=O)CCNC(=O)c2ccccc2Cl)n1,·,·,·,-16,·,-9,100,0,1.2
Cc1ccc(SCCC(=O)N2CCC(C)CC2)cc1,·,·,·,-28,·,-18,103,-1,1.8
Cc1ccc(-n2c(=O)c(C#N)cc3c(=O)n4ccccc4nc32)cc1,-2,·,·,1,-1,3,99,·,1.1
SMILES,CD11b adhes inh,E coli WT exp,PLAP act,ERa SRC1 inh,Mac1 fbg enh,ERb coact inh,ERa coact pot,FAK blocker,MT1-MMP txn act
O=C(CN1CCN(C(=O)c2ccco2)CC1)Nc1ccc2c(c1)OCCO2,-4,3,0.9,-14,-5,-5,105,-4,1.2
CCN1C(=O)C2(C(C#N)=C(N)Oc3n[nH]c(COC)c32)c2ccccc21 (stereo unspecified),2,1,1.6,-2,4,-3,118,-2,1.2
CCN1CCN(C(=O)C2CCN(Cc3nc(-c4cccc(Cl)c4)oc3C)CC2)CC1,10,1,1.6,-1,25,-5,85,-1,1
Cc1ccc(NC(=O)Cc2noc3ccccc23)cc1,·,·,·,-3,·,-3,105[fluorescence artefact?],6,1.8
Clc1cccc(NCc2nnc(SCc3ccccc3Cl)o2)c1,8,-8,0.7,·,3,·,·,4,·
CCc1ccc(C2(O)CC(C(F)(F)F)=NN2C(=O)Cc2ccc([N+](=O)[O-])cc2)cc1 (stereo unspecified),·,·,·,-3,·,3,105,-1,2*
Cc1ccc(C(=O)NC=C(Cl)Cl)cc1,20,25,1.2,-11,-3,-9,114,2,1
COCn1c(COc2ccccc2)nc2ccccc21,·,5,1.1,-8,·,1,105,0,1.7
Cc1ccc(CCNC(=O)CCNS(=O)(=O)c2ccc3c(c2)c(=O)n(C)c(=O)n3C)cc1,13,-16,1.1,·,-2,·,·,8,1
CC(=O)Nc1ccc(C(=O)Cn2nnc3ccccc3c2=O)cc1,6,8,1.1,-12[fluorescence artefact?],-2,4[fluorescence artefact?],92,2,1.2
O=C(CSc1nnc2c(Cl)cc(Cl)cn12)N1CCN(S(=O)(=O)c2ccccc2)CC1,-9,2,1.4,0,-4,9,111,6,1
Cc1cccc(NC(=O)NCc2ccc3c(c2)cc(C)n3C)c1,12,-5,0.5,0[fluorescence artefact?],51,10[fluorescence artefact?],163,22*,·
CCC(=O)Nc1ccc(S(=O)(=O)Nc2cccnc2)cc1,-4,14,1,-4,-6,77*[fluorescence artefact?],107,0,1
Cc1ccc(OCC(=O)Nc2ccccc2N2CCOCC2)c(C)c1,·,6,1.6,-5,·,-3,105,2,1
COc1cccc(CNc2ccc(S(=O)(=O)Nc3nccs3)cc2)c1O,33,11,1.4,-20[fluorescence artefact?],-6,-13[fluorescence artefact?],102,2,1.2
Cc1ccc(OCC(=O)Nc2ccc(N3CCOCC3)cc2)cc1,8,-5,0.8,6,-1,9,107,4,1.2
Cc1ccc(NC(=O)CN2CCC(C(=O)c3ccc(F)cc3)CC2)cc1,·,·,·,-9,·,-8,118,-1,1.2
O=C(OCCCCN1C(=O)c2ccccc2C1=O)c1ccc(Br)o1,-8,-3,1.1,-26,1,-25,100,0,1.1
CCc1ccccc1N1CC23C=CC(O2)C(C(=O)OCC(C)C)C3C1=O (stereo unspecified),-2,-4,1.3,0,-2,-4,104,0,1.1
CC(C)OC(=O)c1cc2ccccc2oc1=O,·,8,1.1,14,·,22[fluorescence artefact?],68[fluorescence artefact?],6,1.2
CS(=O)(=O)N(CC(=O)Nc1ccccc1Sc1ccccc1)c1ccc(F)cc1,24,-18,1.1,·,-4,·,·,0,·
CCCN(CCC)C(=O)C1CCN(c2cc(C)nc3c(-c4ccc(OC)c(OC)c4)c(C)nn23)CC1,0,2,1.4,1,-7,-11,105,-2,1.1
O=c1cc(NCC2CCCO2)[nH]c(=O)n1-c1ccc(Cl)cc1 (stereo unspecified),·,·,·,-12,·,-20,106,-2,1
O=C(NCc1ccncc1)C1COc2ccccc2O1 (stereo unspecified),-16,4,0.9,13,-3,-4,104,0,1.2
COc1cc(C2N(c3cccc(Cl)c3)C(=O)C3CCCN32)cc(OC)c1OC (stereo unspecified),-8,5,1.5,-10,-2,-9,119,0,1.1

# 3 of the entries above in order of the ERa SRC1 inh value, highest first:
Compound | ERa SRC1 inh
Cn1c(=O)c2c(nc(CN3CCC(C(N)=O)CC3)n2CCCc2ccccc2)n(C)c1=O | -8
Cc1cc(C)n(C(=O)CCNC(=O)c2ccccc2Cl)n1 | -16
Cc1ccc(SCCC(=O)N2CCC(C)CC2)cc1 | -28

# (next part)
SMILES,CD11b adhes inh,E coli WT exp,PLAP act,ERa SRC1 inh,Mac1 fbg enh,ERb coact inh,ERa coact pot,FAK blocker,MT1-MMP txn act
Cc1cc(C(F)F)n2ncc(C(=O)NC3CCCCCC3)c2n1,-25,-8,0.8,5,1,6,105,14,0.9
O=C(CN1CCCCCC1)Nc1cccc2c1OCO2,-19,8,0.8,-13,1,0,120,-1,1.1
CCc1cc(=O)oc2cc(OCC(=O)OC)c(Cl)cc12,32,2,0.9,0,-1,-2,112,-3,1.2
Cc1cc(C(=O)CSCc2nnc3n(CCC(C)C)c(=O)c4ccccc4n23)c(C)n1C,·,·,·,-2,·,11,99,-3,1.2
O=C(CN(Cc1cccs1)C(=O)CNS(=O)(=O)c1ccccc1)NCc1ccco1,-9,1,1.2,30,8,-1,102,-1,1
Cc1ccc(N2C(=O)C3CC(c4ccccc4)=C4C5C=CC(C6C(=O)N(c7ccc(C)cc7C)C(=O)C56)C4C3C2=O)c(C)c1 (stereo unspecified),-2,-8,1.7,·,-1,·,·,0,·
COCCn1c(SCC#N)nnc1-c1ccc(OC)cc1,·,·,·,-13,·,-8,110,-3,1.3
Fc1cccc(Cl)c1CSc1nnc(CN2CCOCC2)n1-c1ccccc1,-1,1,1.7,·,-1,·,·,-2,·
CCCc1cc(C(=O)NCc2ccco2)no1,-8,14,0.9,-2,-4,10,100,-1,1.5
COc1ccc(-n2c(/C=C(\C)O)nc(=O)c3c(C)cc(C)nc32)cc1,·,-3,1.5,4,-4,-1,91,0,1.2
CC(C)(C)c1cc(/C=N/NC(=O)Cc2nc3ccccc3[nH]2)cc(C(C)(C)C)c1O,-12,3,2*,·,0,·,·,1,·
COc1ccc2c(c1OC)C(=O)OC2CC(=O)c1ccc(O)cc1 (stereo unspecified),-2,3,0.7,4,-2,9[fluorescence artefact?],93,·,1.1
CC1Cc2ccccc2N1C(=O)COC(=O)Cn1nnc(-c2ccccc2)n1 (stereo unspecified),1,8,1.1,-9,1,1,83,-3,1
CCOc1ncccc1C(=O)OCC(=O)Nc1cccc(C(C)=O)c1,-2,-1,1.3,·,2,·,·,1,·
Cc1ccc(Nc2cc(C)nc(N3CCOCC3)n2)cc1,-16,-3,1.2,-1,-1,-4,100[fluorescence artefact?],-1,1.5
CCCn1nnc2sc3c(c2c1=O)CCC(C)C3 (stereo unspecified),0,7,1,18[fluorescence artefact?],-2,1[fluorescence artefact?],102[fluorescence artefact?],-2,·
CCOC(=O)N1CCN(c2cc(=O)n(-c3ccc(Br)cc3)c(=O)[nH]2)CC1,4,-2,1.1,-2,-7,-6,102,-9,·
O=C(c1ccccc1)c1ccc(OCCn2cnc3ccccc3c2=O)cc1,·,-7,1,10[fluorescence artefact?],·,-11,143[fluorescence artefact?],2,1.1
C=CCn1c(SCC(=O)N2CCN(c3ccc(F)cc3)CC2)nnc1-c1cccs1,10,1,1,-4,2,-7,114,1,1.1
COC(F)(C(=O)Nc1ccc2c(c1)C(=O)NC2=O)C(F)(F)F (stereo unspecified),1,5,0.9,-12,-5,-4,108[fluorescence artefact?],·,1.2
Cc1cc(C)n2nc(SCc3cc(=O)n4ccccc4n3)nc2n1,·,·,·,-7,·,6,91,-2,1.2
COc1ccc(CCN2C(=O)c3ccncc3C2=O)cc1OC,5,-13,0.9,-8,-5,-1,101,-3,1.1
COC(=O)CC1NCCNC1=O (stereo unspecified),1,2,1,9,-1,11,125,3,1
Cc1cc(C)n(-c2nc3ccccc3c3nc(C)nn23)n1,-4,4,1.1,-3,-3,-10,117,·,1.1
CCc1cc2c(=O)n(Cc3ccco3)c(SCC(=O)N3CCCc4ccccc43)nc2s1,9,-17,1.5,-5,1,-3,106,8,1.1

# Single records, as listed above:
# `COc1ccc2c(c1OC)C(=O)OC2CC(=O)c1ccc(O)cc1` (stereo unspecified) across the screens: CD11b adhes inh: -2; E coli WT exp: 3; PLAP act: 0.7; ERa SRC1 inh: 4; Mac1 fbg enh: -2; ERb coact inh: 9[fluorescence artefact?]; ERa coact pot: 93; FAK blocker: ·; MT1-MMP txn act: 1.1
# `CC(=O)Nc1ccc(C(=O)Cn2nnc3ccccc3c2=O)cc1` across the screens: CD11b adhes inh: 6; E coli WT exp: 8; PLAP act: 1.1; ERa SRC1 inh: -12[fluorescence artefact?]; Mac1 fbg enh: -2; ERb coact inh: 4[fluorescence artefact?]; ERa coact pot: 92; FAK blocker: 2; MT1-MMP txn act: 1.2
